PriA SSB inh: inhibitors of Klebsiella pneumoniae PriA binding to SSB C-terminal tail | inhibition, % at 33 µM | AlphaScreen SSBct-PriA binding, biotinylated peptide | AID 1272365 | 430,000 compounds, 0.6% hits; in the data active = inhibition mostly above about 37%, no sharp cut-off; inactive = mostly below about 20%;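 also: plate controls were negative control peptide for no effect and reference peptide for full effect; strong numbers were not always called active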
An asterisk follows results filed as active; i = inactive; & = joins results of further samples.

SMILES	PriA SSB inh
Cc1ccc(-c2ccc(SCC(=O)Nc3ccccc3C(F)(F)F)nn2)cc1	-11
CS(=O)(=O)N1CCC(C(=O)N2CCC(CSc3ccccn3)CC2)CC1	-33
Cc1ccnc(Nc2cc(N3CCN(C(=O)c4cccs4)CC3)nc(C)n2)c1	-15
CCc1cccc(C)c1NC(=O)CSc1nccn1-c1ccc(C(=O)NCc2ccc(C)o2)cc1	24
O=C(c1ccccn1)N1CCN(CCn2cccn2)CC1	-4
CNS(=O)(=O)c1ccc(C(=O)Nc2cccc(C(F)(F)F)c2)o1	-20
COC(=O)c1c(NC(=O)c2ccc3c(c2)OCCO3)sc2c1CC[C@H](C)C2	-25
Cc1ccc(S(=O)(=O)NCCO)c(C)c1N(C)S(=O)(=O)c1ccc(F)cc1	-2
Cc1ccc(S(=O)(=O)CC(=O)Nc2ccc(Cl)cc2C(=O)c2ccccc2)cc1	-18&22
COC(=O)c1sccc1S(=O)(=O)NCCn1nc(-c2ccccn2)n(C)c1=O	2
Cc1cc(NC(=O)c2ccc(-n3nncc3C)cc2)no1	-5
CC(C)(Oc1ccc(Cl)cc1)C(=O)NCc1cncc(-c2ccsc2)c1	-6
CC(=O)Nc1ccc(C(=O)NCCNC(=O)COc2ccc(Cl)cc2)cc1	-10
O=C(CCn1ccc(=O)[nH]c1=O)N1CCN(Cc2nc3ccccc3n2Cc2ccccc2)CC1	-13
Cc1cc(N(C)C)nc(NCCNC(=O)C(c2ccccc2)c2ccccc2)n1	-5

5 of the compounds above, with bars between the fields.
mol | PriA SSB inh
CS(=O)(=O)N1CCC(C(=O)N2CCC(CSc3ccccn3)CC2)CC1 | -33
Cc1ccc(S(=O)(=O)NCCO)c(C)c1N(C)S(=O)(=O)c1ccc(F)cc1 | -2
CCc1cccc(C)c1NC(=O)CSc1nccn1-c1ccc(C(=O)NCc2ccc(C)o2)cc1 | 24
CC(C)(Oc1ccc(Cl)cc1)C(=O)NCc1cncc(-c2ccsc2)c1 | -6
CNS(=O)(=O)c1ccc(C(=O)Nc2cccc(C(F)(F)F)c2)o1 | -20

Remaining list, next part
SMILES	PriA SSB inh
Cc1c(N=C(N)N=C(N)Nc2ccccc2)c(=O)n(-c2ccccc2)n1C	3
O=C(Cn1nnn(-c2ccc(NS(=O)(=O)C3CC3)cc2)c1=O)N1CCOCC1	-7
O=C(Cn1c(=O)oc2ccccc21)N(CC(F)(F)F)C1CCOCC1	-10
c1cnc2nccnc2c1	-12
O=S(=O)(CCc1ccccc1)NCCOc1cccc(C(F)(F)F)c1	-33&-9
C[C@H]1CS(=O)(=O)N(c2ccc(S(=O)(=O)N3CCCc4ccccc43)cc2)C1=O	-21
CCN(CC)CCn1cc(N)cn1	-5
CCSc1ccccc1C(=O)Nn1cnc2c(cnn2-c2ccc(C)c(C)c2)c1=O	8
Cc1ccc(CN2CCN(N=Cc3ccc(Cl)c([N+](=O)[O-])c3)CC2)cc1	6
Cc1ccc(S(=O)(=O)CCC(=O)Nc2nc3c(cc4c5c(cccc53)CC4)s2)cc1	10
Cc1cccc(NC(=S)N=C(N)Nc2nc(C)c3ccc(C)cc3n2)c1	5
COCCCN1C(=O)C(=O)C(=C(O)c2ccccc2)C1c1ccc2c(c1)OCO2 (stereo not given)	-7
Cn1nc(C2CCCN(C(=O)c3ccsc3)C2)n(-c2ccccc2)c1=O (stereo not given)	-13
O=C(c1c(F)cccc1F)N1CCN(C(=O)[C@H]2C[C@@H]2c2cccs2)CC1	-5
COc1ccc(-c2ccc(=O)n(Cc3nc(-c4cccc(Br)c4)no3)n2)cc1	-16
O=C1CCSC[C@@H](C(=O)NCCc2cccs2)N1	2
CCC(C(=O)Nc1cc(F)ccc1F)n1cccc(-c2nc(C3CC3)no2)c1=O (stereo not given)	-10
O=C(Cn1cnc([N+](=O)[O-])n1)NN=Cc1ccc(O)cc1O	71
Cc1noc(C2(NC(=O)[C@@H]3COc4ccccc4O3)CCCCC2)n1	-1
Cc1cn2c(=O)c(C(=O)Nc3ccc(F)c(C(F)(F)F)c3)cnc2s1	-1
CCOC(=O)c1csc(NC(=O)c2cc(C)nn2C)n1	3
Clc1cccc(C=NNc2nc(Cl)nc3ccccc23)c1	0
COc1ccc(-n2c(C)nc3ccc(NS(=O)(=O)c4cc(OC)ccc4OC)cc3c2=O)cc1	0
O=C(NCCn1ccc(-c2cccs2)n1)NC(c1ccccc1)c1ccccc1	8
O=C(NCc1cccs1)N1CC(c2nc(-c3ccco3)no2)C1	-2
O=[N+]([O-])c1cccc(-c2ccc(SCc3ccncc3)nn2)c1	14
CCOC(=O)c1oc2ccccc2c1NC(=O)c1ccc(C(C)(C)C)cc1	-1
C=CCn1c(Cl)c(/C=N\NC(=O)c2ccncc2)sc1=O	3
COc1ccc(-n2c(O)c(C=C3C=Nc4ccc(Br)cc43)c(=O)[nH]c2=O)cc1	1
C(=NNc1ncnc2ccccc12)c1ccccc1	-2
O=C(c1ccc2nsnc2c1)N1CCC(c2ccc3c(c2)OCO3)C1 (stereo not given)	-1
Cc1cccc(C2=NC3(CCN(C(=O)c4ccccc4Cl)CC3)NC2=O)c1	-15
Cc1ccc(NC(=O)C(=O)NCCc2ccc3c(c2)CCCN3C)cc1F	28
Nc1cc(-c2ccc(Cl)cc2)nn1C1CCS(=O)(=O)C1 (stereo not given)	23
CC(=NNC(=O)CNC(=O)Cc1ccc(Cl)cc1)c1ccco1	11
COc1ccc(S(=O)(=O)NCC(c2cccn2C)N2CCCC2)cc1OC (stereo not given)	-15
O=C(NCC(=O)c1cccs1)c1ccc(-c2ccccc2F)o1	-2
O=C(NC1CCS(=O)(=O)C1)c1ccc(-n2cncn2)nn1 (stereo not given)	3
CCOc1ccc(-c2nc(NC(=O)Cc3ccc4c(c3)OCO4)sc2C)cc1	-11
Cc1nn(C(=O)c2cccc([N+](=O)[O-])c2C)c(C)c1S(=O)(=O)N1CCOCC1	3
Cc1ccc(N2CCn3c2nn(Cc2cccc(C(F)(F)F)c2)c(=O)c3=O)cc1	-2
COc1ccc(CC(=O)NN=C(C)c2cccnc2)cc1	1
COc1ccc(Cl)cc1N1CC(c2nc(-c3cc(OC)c(OC)c(OC)c3)no2)CC1=O (stereo not given)	-1&18
O=C(Cc1csc(NC(=O)[C@@H]2CCC(=O)N2)n1)Nc1ccc2c(c1)OCO2	24
C=CCn1c(=NC(=O)CN2C(=O)CCC2=O)sc2cc(C(=O)OCC)ccc21	-2

Grouped by structure, the entries above with a nitro group on carbon (4)
SMILES	PriA SSB inh
Cc1ccc(CN2CCN(N=Cc3ccc(Cl)c([N+](=O)[O-])c3)CC2)cc1	6
O=C(Cn1cnc([N+](=O)[O-])n1)NN=Cc1ccc(O)cc1O	71
O=[N+]([O-])c1cccc(-c2ccc(SCc3ccncc3)nn2)c1	14
Cc1nn(C(=O)c2cccc([N+](=O)[O-])c2C)c(C)c1S(=O)(=O)N1CCOCC1	3

Sorted by number of heavy atoms (low to high): part of the list above.
SMILES	PriA SSB inh
Nc1cc(-c2ccc(Cl)cc2)nn1C1CCS(=O)(=O)C1 (stereo not given)	23
COc1ccc(CC(=O)NN=C(C)c2cccnc2)cc1	1
C=CCn1c(=NC(=O)CN2C(=O)CCC2=O)sc2cc(C(=O)OCC)ccc21	-2
Cc1ccc(N2CCn3c2nn(Cc2cccc(C(F)(F)F)c2)c(=O)c3=O)cc1	-2

Next section:
SMILES	PriA SSB inh
COC(=O)c1sccc1S(=O)(=O)NC(c1cccnc1)C1CCOCC1 (stereo not given)	-13
Cc1ccc(CN2CCN(N=Cc3cc([N+](=O)[O-])ccc3Cl)CC2)cc1	-13
O=C(NCc1ccc2c(c1)OCO2)c1c(O)c2sccc2n(Cc2ccccc2)c1=O	0
Cc1cc(OC(C)C(=O)Nc2ccc(N3CCOCC3)cc2)cc(C)c1Cl (stereo not given)	5
CC1(C)CC(NS(=O)(=O)c2cc([N+](=O)[O-])ccc2Cl)CC(C)(C)N1	1
CCCCOC(=O)c1cc(-c2ccc(C=Nn3cnnc3)o2)ccc1Cl	-16
Cc1cc(C(=O)NCC2CCN(C(=O)c3cccnc3)CC2)c(C)o1	-14
CSc1cccc(-n2nnc(C(=O)Nc3cc(Cl)ccc3C)c2C)c1	-13
CCOC(=O)c1c(NC(=O)CN2C(=O)CC(c3ccccc3)Sc3ccccc32)sc2c1CCC2 (stereo not given)	-4
O=C(NCCNC(=O)c1ccc2c(c1)OCO2)c1ccc(NC(=O)C2CC2)cc1	-12
NC(=O)CSc1nccc(-c2ccc3c(c2)OCO3)n1	-13
Cc1noc(-c2ccn3c(CNC(=O)c4ccc(=O)[nH]c4)nnc3c2)n1	-1
COc1ccc(Cl)cc1NC(=O)CCc1csc(NC(=O)c2ccc[nH]c2=O)n1	-3
COc1ccc(-c2nsc(SCC(=O)Nc3ccc(Br)cc3)n2)cc1	-25
O=C(NCc1nnc(SCc2cccc(C(F)(F)F)c2)n1-c1ccccc1)c1ccccc1F	4

In the list so far, these contain an NH in an aromatic ring:
SMILES	PriA SSB inh
O=C(CCn1ccc(=O)[nH]c1=O)N1CCN(Cc2nc3ccccc3n2Cc2ccccc2)CC1	-13
COc1ccc(-n2c(O)c(C=C3C=Nc4ccc(Br)cc43)c(=O)[nH]c2=O)cc1	1
Cc1noc(-c2ccn3c(CNC(=O)c4ccc(=O)[nH]c4)nnc3c2)n1	-1
COc1ccc(Cl)cc1NC(=O)CCc1csc(NC(=O)c2ccc[nH]c2=O)n1	-3

Additional compounds follow:
SMILES	PriA SSB inh
NCC(O)c1cc(Cl)cc(Cl)c1 (stereo not given)	9
COc1ccc(Cl)cc1NC(=O)CSc1nc(-c2ccccc2Cl)ns1	6
O=C(Nc1ccc2c(c1)OCCO2)[C@@H]1CCCCN1S(=O)(=O)c1ccc(Cl)s1	-7
COc1ccc(NC2=CC(=O)C=CC2=O)cc1	77
CS(=O)(=O)N1CCC(C(=O)N2CCN(c3cc(Nc4ccccn4)ncn3)CC2)CC1	-17
CN(C)S(=O)(=O)c1ccc(-c2nc(C#N)c(N3CCC(Cc4ccccc4)CC3)o2)cc1	0
O=c1c2nccnc2n(Cc2ccccc2Cl)c(=O)n1Cc1ccc(F)cc1	7
CCC(=O)Nc1ccc(SCC(=O)NCc2ccccc2)nn1	2
COc1ccc(S(=O)(=O)CCCC(=O)Nc2sc(-c3ccccc3)cc2C(N)=O)cc1	-4
[O-]/[N+](=C\c1ccncc1)c1ccc(Cl)cc1	6
O=C(NCCCn1nc(-c2ccco2)ccc1=O)Nc1ccc(OC(F)(F)F)cc1	-6&-4
Cc1ccc(NC(=O)C(=O)NCC2CCN(Cc3ccco3)CC2)cc1F	-12
O=C(C1CC=CCC1)N1CC(S(=O)(=O)c2ccc(Cl)cc2)C1 (stereo not given)	-21
CCOC(=O)c1ccc(NC(=O)C2C(=O)NC3(C)CC2c2ccccc2O3)cc1 (stereo not given)	-3
O=C(CNC(=O)C1COc2ccccc2O1)N/N=C/c1ccc(Cl)cc1 (stereo not given)	i
C#CCn1c(=NC(=O)c2ccccc2Br)sc2cc(NC(C)=O)ccc21	7
Fc1cccc(Nc2nc(Nc3cccc(C(F)(F)F)c3)nc(N3CCOCC3)n2)c1	-10
CC(C)=C1CC2C3CCC4CCCCC4(C)C3CCC2(C)C1O (stereo not given)	-1
CC(C)N1CCC(CNC(=O)Cc2cccc3ccccc23)CC1	-5
N#Cc1c(NC(=O)[C@@H]2COc3ccccc3O2)sc2c1CCN(Cc1ccccc1)C2	1
Cc1noc(C)c1CC(=O)N(C)C[C@H]1Cc2ccccc2CO1	-7
O=C(OCCN1C(=O)c2cccc3c(N4CCCCC4)ccc(c23)C1=O)c1ccc(S(=O)(=O)N2CCCCC2)cc1	1
CC(=O)Nc1ccc(CC(=O)N2CC(S(=O)(=O)c3ccc(Cl)cc3)C2)cc1	-8
CC(C)N1C(=O)SC(Nc2cccc(C(=O)O)c2)C1=O (stereo not given)	-7
Cc1cc(C(=O)N2CCCC(c3nnc(Cc4ccc(F)cc4)o3)C2)no1 (stereo not given)	-16
CCOC(=O)c1c(NC(=O)CNCCCN2CCOCC2)sc2c1CCC(C)C2 (stereo not given)	11
Cc1cccc(N/N=C(\C#N)c2nc(-c3cc4ccccc4oc3=O)cs2)c1	-3
Cc1cc(C)n(CCNC(=O)c2c[nH]c(=O)n(Cc3ccccc3Cl)c2=O)n1	14
CO[C@@]1(CNC(=O)c2cc(Br)cs2)CCSC1	-5
CCN(CC)CCCN1C(=O)C(O)=C(C(=O)c2ccc(C)o2)C1c1ccccn1 (stereo not given)	-7
O=C(NCCN1Cc2ccccc2OCC1=O)c1nccc2ccccc12	-2
Cc1cccc(CSc2ccc(-c3ccccn3)nn2)c1	-3
COc1ccc(NC(C)=O)cc1NC(=O)CCCSc1ccc(NC(=O)C2CC2)nn1	-9
O=C(Cn1cnc2ccccc21)NC1CCN(c2ccccn2)C1 (stereo not given)	3
O=C(c1ccccc1Cl)N1CCC(Oc2cccc3cccnc23)CC1	-10
O=C(c1ccco1)N1CCc2ccc(NS(=O)(=O)Cc3ccccc3Cl)cc2C1	10
O=C(CCn1cnc2ccccc2c1=O)NC1CCC(Oc2ccccn2)CC1 (stereo not given)	-13
O=C(Nc1nnc(CS(=O)(=O)c2ccccc2)o1)C1CCCCC1	-9
O=S(=O)(NC1CCN(c2nccs2)C1)c1cccnc1 (stereo not given)	-14
O=C(NCC1CCN(S(=O)(=O)c2cccnc2)CC1)C1(c2ccccc2)CCOCC1	-7
CC(CC(=O)N1CCN(C=O)CC1)=NNC(=O)c1ccc([N+](=O)[O-])cc1	9
CCOC(=O)c1nn(-c2ccc(Cl)cc2)c(=O)c2c(NC(=O)Cc3cccs3)scc12	-13
COc1ccc(C(=O)Nc2cccc(-c3cn4c(C)csc4n3)c2)cc1	24
O=C(NN=Cc1ccncc1)c1cc(C2CC2)nc2ccccc12	-10
CC(Oc1ccc(F)cc1)C(=O)Nc1ccccc1Br (stereo not given)	-24
O=C(CNS(=O)(=O)c1ccc(Cl)cc1)N1CCOC(c2ccccc2)C1 (stereo not given)	-12
Cn1cccc1CN(C(=O)CSC1CCCC1)C1CC1	4
O=C(NCCn1ccc(-c2cccs2)n1)c1ccccc1C(F)(F)F	-3
O=C(c1cncc(Br)c1)N1CCC(c2cccs2)CC1	-5
COc1cccc(C(O)=C2C(=O)C(=O)N(Cc3cccnc3)C2c2ccco2)c1 (stereo not given)	-14
O=C(NN=Cc1cccc(Cl)c1Cl)Nc1ccccc1	-1
CCCCOc1ccccc1NC(=O)C[C@@H]1Nc2ccccc2NC1=O	-15

From PubChem

This is a subset (hit frequency here may not be typical).
